# Source: PubChem
# MC4R antag cAMP: MC4R antagonists of cAMP signaling, primary screen, cell-based, TR-FRET, antagonist arm of biased-ligand search; Melanocortin receptor 4 (Homo sapiens), P32245; MC4R-expressing cells, MTII-stimulated cAMP, LANCE TR-FRET; inhibition, % at 6.5 µM; hit rate 0.48% among 360,000; AID 540295, 2011;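 active = inhibition above its plate's cutoff, the mean of tested wells on that plate plus 3 SD, cut at about 29% in these data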;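 also: 0% = Melanotan II alone and 100% = Melanotan II plus saturating MCL0020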
#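 Material: human MC4R-expressing U2OS cells. Probe or stimulus: Melanotan II challenge. Dosing: 6.5 µM single dose. Times: 30-min compound, 1-h challenge, 1-h detection, room temperature. Technique: TR-FRET with Eu-cAMP and labeled anti-cAMP, 671 nm. Replication: singlicate.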
# NOD2-RIPK2 inh: NOD2-RIPK2 binding disruptors in cells, primary screen, fluorescence, CHO cells, BLA complementation; Receptor-interacting serine/threonine-protein kinase 2 (Homo sapiens), O43353; CCF4 ratio; inhibition, % at 4.98 µM; hit rate 0.38% among 360,000; in the data active = inhibition above about 21%;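 also: 0% = vehicle only and 100% = reference blocker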
# Vif inh: HIV Vif self-association inhibitors, primary screen, imaging, HEK293T, single point; hit rate 0.35% among 340,000; inhibition, % at 7.49 µM; HEK293T cells, Vif self-association by quenched fluorescence, 24 h; AID 602346, 2012; in the data active = inhibition above about 50%, passing the limit was not always enough; also: some results filed as inactive read as strong as hits
# ABCB6 inh MLPCN: ABCB6 transporter inhibitors, primary screen, K562-ABCB6 cells, flow cytometry, MLPCN library; K562-ABCB6 porphyrin accumulation, 1 h; stronger effect = lower value; fluorescence ratio to DMSO, % at 10 µM; hit rate 0.19% among 360,000; AID 602162, 2011;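 active = fluorescence ratio to DMSO below 75%, the collection mean minus 3 SD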;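 also: signal is porphyrin accumulated inside mitochondria; 100% equals median channel fluorescence of DMSO control wells; lower ratio means ABCB6 inhibition with less porphyrin fluorescence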
# Granule exo inh: LAMP-1 surface exposure blockers, TALL-104 cells – cell-based, flow cytometry, MLPCN library, primary screen. TALL-104 LAMP-1 surface exposure; cells stimulated with thapsigargin and PMA. inhibition, % at 10 µM. hit rate 0.66% among 360,000;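 active = inhibition above about 55%, limit read from the data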
# Glyco luc inh: increase of ERlucT glycosylation luciferase signal, primary screen, N-linked glycosylation inhibitor project, D54 ERlucT cells, luminescence, set 2; hit rate 0.23% among 360,000; reporter increase, % at 12.5 µM; D54 ERlucT glycosylation luciferase reporter, 24 h; percent of 100 nM tunicamycin response;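 active = mean luciferase reporter signal, scaled so untreated is 0 and the glycosylation-blocking control 100, at or above a set limit in every replicate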;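 also: luciferase carries N-glycosylation sites so blocking glycosylation raises the light; 0% = median of neutral control wells and 100% = median of 100 nM tunicamycin wells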
# TLR9-MyD88 inh: inhibitors of TLR9-MyD88 association in cells, primary screen, cell-based, CHO, BLA complementation, fluorescence; inhibition, % at 4.98 µM; CCF4 FRET ratio; AID 504734, 2011; hit rate 0.21% among 340,000; Toll-like receptor 9 (Homo sapiens) + Myeloid differentiation primary response protein …;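 active = inhibition above the mean over all tested compounds plus 3 SD, cut at about 21% in these data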;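 also: 0% = DMSO only wells and 100% = clavulanate BLA inhibitor control wells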
# aDG glyco up: activators of alpha-DG glycosylation, primary screen, uHTS, Pro5-aDG cells, AlphaScreen; alpha-DG glycosylation AlphaScreen (IIH6); 0% Pro5, 100% B10-LARGE cell signal; activation, % at 10 µM; hit rate 0.22% among 360,000; AID 624168, 2012;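 active = activation of at least 8% versus controls, or a plate z-score of at least 8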;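 also: Pro5 are CHO cells carrying HIG-tagged alpha-DG that lacks glycosylation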
# MC4R barr agon: MC4R agonists recruiting beta-arrestin, primary screen, cell-based, luminescence, agonist arm of biased-ligand search; Melanocortin receptor 4 (Homo sapiens), P32245; U2OS MC4R beta-arrestin complementation; percent of melanotan II response, DMSO zero; activation, % at 8.9 µM; hit rate 0.98% among 360,000; AID 540308, 2011;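 active = activation above a per-plate cutoff, the mean activation of sample wells on that plate plus 3 SD, cut at about 8% in these data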
# ABHD5-PLIN5 inh: ABHD5-PLIN5 interaction inhibitors, primary screen, cell lysate, split luciferase complementation, luminescence | Perilipin-5 (Homo sapiens) + 1-acylglycerol-3-phosphate O-acyltransferase ABHD5 (Homo … | Split G. princeps luciferase complementation, 4 h | inhibition, % at 4 µM | hit rate 0.78% among 360,000;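 active = inhibition above the mean inhibition across every tested compound plus 3 SD, cut at about 22% in these data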;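 also: 0% = DMSO only wells and the 100% control is not disclosed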
# An asterisk follows results filed as active; . = no result given. An excerpt; count on the stated rates, not on these rows.
SMILES,MC4R antag cAMP,NOD2-RIPK2 inh,Vif inh,ABCB6 inh MLPCN,Granule exo inh,Glyco luc inh,TLR9-MyD88 inh,aDG glyco up,MC4R barr agon,ABHD5-PLIN5 inh
CCOC(=O)c1c(-c2ccccc2)csc1NC(=O)CSc1nc(N)cc(N)n1,10,7,-16,92,4,-3,-1,0.7,0.2,1
NC(=O)c1ccccc1NC(=O)Nc1cccc2ccccc12,4,2,-2,97,-1,0,11,-0.1,-1.5,1
O=C(CCCl)N1CCN(c2nc(-c3ccccc3)cs2)CC1,6,-16,4,94,-12,-2,12,0.0,0.2,-6
O=C(CSc1nnc(-c2ccccc2)c(-c2ccccc2)n1)Nc1ncc(Cl)cc1Cl,8,5,0,100,-6,0,7,0.1,-1.2,-1
Nc1nc(CSC(=S)N2CCOCC2)nc(Nc2ccc(F)cc2)n1,11,-5,-13,98,-6,9,-3,-0.2,1.2,-1
CC(C(=O)N1CCN(C)CC1)N1C(=O)c2ccccc2C1=O (configuration not stated),-1,3,3,98,-2,1,9,-0.2,-0.9,2
COc1cccc2sc(N3CCN(C(=O)c4ccc([N+](=O)[O-])o4)CC3)nc12,-2,-7,-2,104,1,16,13,2.4,-1.7,-2
C=CCOC(=O)Nc1c(C(=O)OC)[nH]c2ccccc12,6,-8,-11,89,-4,3,1,0.1,4.6,-4
O=C(NCCCc1ccccc1)[C@@H]1Cc2ccccc2CN1,7,-10,.,101,8,2,-3,-0.1,0.9,-8
CC(Sc1ccccc1)C(=O)Nc1cccc(N(C)S(C)(=O)=O)c1 (configuration not stated),1,-10,-2,98,-5,0,-5,0.0,-1.4,4
Cc1ncoc1C(=O)Nc1cccc(Cl)c1,-1,4,5,96,-2,4,-4,-0.4,-1.1,11
CCCN=C1CC(C)(C)CC(=O)/C1=C(/O)CCCN1C(=O)c2ccccc2C1=O,0,-5,2,97,3,1,-3,0.3,-0.9,-1
COc1ccc2c(c1)CCc1c(C(=O)NCCc3ccc(OC)c(OC)c3)noc1-2,-7,-18,.,98,1,-1,-4,0.3,20*,-4
O=C(CNC(=O)c1ccco1)OCC(=O)c1cccc2ccccc12,8,-3,2,98,-10,0,-2,0.2,-1.7,4
COc1ccc(C2=NN(C(=O)c3ccccc3)C(c3ccc(OC)c(OC)c3)C2)c(OC(C)=O)c1 (configuration not stated),16,6,-3,98,-4,-1,-3,0.0,1.1,2
COc1cc(/C=C2/S/C(=N/S(=O)(=O)c3ccccc3)NC2=O)c([N+](=O)[O-])cc1OC,-9,-7,-2,99,33,1,-4,-0.1,-1.4,2
CC(C)(C)c1ccccc1OCC(=O)NCCC(=O)O,14,-3,-3,101,-3,1,3,-0.2,-2.4,2
CCN(CC)C(=O)[C@H]1CC(CC(=O)NC(C)(C)C)C(=O)N2CCc3c([nH]c4ccccc34)[C@]12C (some centres not stated),-3,-1,.,95,-3,1,2,0.1,0.3,0
C[C@@H]1CN([C@@H](C)CO)C(=O)CCCn2nncc2CO[C@H]1CN(C)C(=O)Cc1ccccc1,10,-2,-1,102,4,1,7,0.1,-0.9,-1
CCc1ccc(C(O)c2ncc(-c3ccc(C)cc3)[nH]2)cc1 (configuration not stated),16,2,-5,100,-2,1,.,0.0,-1.0,-10
CCc1nc2ccccc2n1CC(=O)N(C(C)CC)C1CCS(=O)(=O)C1 (configuration not stated),3,-6,.,90,-1,0,-4,-0.2,-1.9,0
Cc1cccc(C(=O)Nc2nc(C)c(C(=O)Nc3ccc4c(c3)CCC4)s2)c1,-8,-4,-3,99,-2,1,4,-0.1,-1.3,-6
O=C(c1ccc(Cl)c(Cl)c1)N1CCC(=O)N(C(CO)Cc2ccccc2)CC1 (configuration not stated),1,-1,5,100,-6,3,-8,-0.2,-0.2,2
NC(=O)c1nsc(C(=O)N(c2ccccc2F)C(C(=O)NCc2ccc(F)cc2)c2ccc(O)cc2)c1N (configuration not stated),11,-3,-4,96,33,-5,4,-0.3,0.6,2
N=C1C(=O)OCC1c1ccccc1NC(=O)CN1CCCCC1 (configuration not stated),2,13,-2,104,3,2,-11,-0.1,-2.6,-3
# The list continues:
SMILES,MC4R antag cAMP,NOD2-RIPK2 inh,Vif inh,ABCB6 inh MLPCN,Granule exo inh,Glyco luc inh,TLR9-MyD88 inh,aDG glyco up,MC4R barr agon,ABHD5-PLIN5 inh
O=C(Nc1ccc(F)cc1F)C1CCN(C(=O)c2ccc(Br)cc2)CC1,-10,-10,.,103,0,-2,-7,-0.1,0.8,8
CCOC(=O)CC(=O)CSc1nc(-c2ccc3c(c2)OCO3)cc(C(F)(F)F)c1C#N,28,12,5,222,-2,1,14,0.4,25*,-6
CC(OC(=O)c1ccccc1OCc1ccc(Cl)cc1)C(N)=O (configuration not stated),18,-2,-8,95,-5,-1,2,0.1,1.4,4
C/C(=N\NC(=O)c1cc(O)ccc1O)c1cccc(NC(=O)c2cccc(Cl)c2)c1,8,0,.,91,-1,.,2,-0.3,-3.1,-5
CC(=O)c1cccc(-c2ccnc3c2CC(C(=O)NC(C)C)O3)c1 (configuration not stated),-6,8,4,99,-4,1,.,-0.2,-0.6,-6
CC(=O)c1cccc(NC(=O)CCN2C(=O)C3C4CCC(C4)C3C2=O)c1 (configuration not stated),-5,-5,10,100,0,2,-3,-0.2,2.9,-1
CCC1CCCCN1CCCNC(=O)C(C)n1nc(C)c2sc3ccccc3c2c1=O (configuration not stated),10,3,-12,98,30,2,-4,0.0,-1.8,-7
O=C(Nc1ccc2c(c1)OCO2)C1CCN(Cc2cnn(-c3ccccc3)c2-n2cccc2)CC1,8,8,-7,97,0,2,-12,2.7,-0.9,4
Cc1cccc(NC(=S)Nc2cccc(C)n2)n1,0,4,.,95,73*,-1,4,0.0,-1.5,6
COc1ccc(-c2n[nH]c(=S)n2-c2ccc3c(c2)OCCO3)cc1,10,1,0,100,-2,2,9,-0.2,-2.6,-4
Cc1ccc(-c2nn(CC(=O)NCc3cc(-c4nn(C)c(=O)c5ccccc45)ccc3C)c(=O)c3ccccc23)cc1,4,2,5,88,1,-1,-16,-0.4,16*,-3
CCNc1nc(Nc2ccc(C)c(Cl)c2)c2cnn(C)c2n1,12,7,-12,96,11,4,-6,0.7,2.4,-6
Cn1cc(CCNC(=O)c2ccc3nc(Cc4ccccc4F)oc3c2)cn1,-4,-1,-8,89,-1,-10,2,-0.2,-0.2,3
Nc1[nH]n(-c2ccccc2)c(=O)c1N=Nc1ccccc1[N+](=O)[O-],0,0,4,102,-2,-2,-1,-0.6,-3.5,-3
CCOC(=O)C1CN(C(C)(C)C)C(=O)C1=O (configuration not stated),8,5,5,105,-4,3,5,-0.1,0.2,9
O=C(/C=C\NCC(=O)c1ccccc1)c1ccccc1,15,5,6,100,0,-2,-11,0.2,-1.0,0
COc1ccccc1C1CC(=O)Oc2cc(C)cc(C)c21 (configuration not stated),13,-5,1,101,-3,-1,-51,-0.1,1.7,-4
CCCOc1ccccc1-c1nc2c([nH]1)c(=O)[nH]c(=O)n2C,-24,-13,-6,104,-12,6,-4,-0.1,0.6,-1
O=C(NCCCn1ccnc1)Nc1ccc2c(c1)OCO2,-1,0,2,97,7,1,-10,0.2,0.1,-12
O=C(OCc1nc2ccccc2[n+]([O-])c1C(=O)c1ccccc1)c1ccco1,10,3,-1,96,6,1,-5,0.2,-1.1,0
N#Cc1ccc(S(=O)(=O)N2CCCCC2c2cc(C(=O)NCc3ccccc3)no2)cc1 (configuration not stated),3,-2,6,99,4,-3,.,0.0,0.9,-3
O=C(CSc1ccccc1)NC1CCCCCCC1,-2,-5,-5,110,-1,-2,8,0.1,-0.8,4
COc1ccc(C2C(CN3CCOCC3)C(=O)N2c2ccccc2)cc1 (configuration not stated),-7,6,13,90,0,4,3,0.1,0.9,-3
CC(C)Oc1ccc(C2C(C#N)=C(N)Oc3c2oc(CO)cc3=O)cc1 (configuration not stated),8,5,5,95,-6,1,7,0.0,-0.3,0
COc1ccc(/C=C(/CC(=O)Nc2ccccc2)c2nc3ccccc3s2)cc1,-2,5,4,107,-3,-2,-3,-0.4,6.6,9
# Following part:
SMILES,MC4R antag cAMP,NOD2-RIPK2 inh,Vif inh,ABCB6 inh MLPCN,Granule exo inh,Glyco luc inh,TLR9-MyD88 inh,aDG glyco up,MC4R barr agon,ABHD5-PLIN5 inh
CCCCOc1ccc(C(=O)NCC(=O)NCC(c2cccs2)N2CCOCC2)cc1 (configuration not stated),13,-2,13,98,28,-1,-4,0.2,0.6,-7
Cn1c(SCc2cccc(Br)c2)nc2ccccc2c1=O,16,4,-5,100,1,-5,-9,0.8,-1.2,-3
C=CCNC(=S)NNC(=O)c1cc(-c2cccnc2)nc2ccccc12,-1,-2,.,95,-3,.,-6,0.3,-2.9,-8
CCOC(=O)C1=C(C)N=c2s/c(=C\c3ccc(OCC(=O)O)cc3)c(=O)n2C1c1ccc(OC(C)C)cc1 (configuration not stated),10,-6,-1,100,-1,1,5,-0.2,-0.3,1
COc1cccc(CNc2nc3nc(C)cc(=O)n3[nH]2)c1,1,-1,2,103,0,0,3,0.0,-1.1,3
COc1cccc(CCNS(=O)(=O)CCNC(=O)c2cccc(OC)c2)c1,6,-5,-3,99,-2,2,2,-0.2,-3.6,-15
CCN1C(=O)c2cccc3c(S(=O)(=O)NCCCN4CCOCC4)ccc1c23,4,-1,4,88,1,6,5,-0.1,0.7,3
Cn1ncc(Br)c1C(=O)Nc1ccc(Br)cn1,-7,-18,-1,98,2,-2,1,0.0,-0.8,7
COc1ccc(-n2ccn3c(CCC(=O)N4CCN(c5cccc(C)c5C)CC4)nnc3c2=O)cc1,1,-16,-1,93,-2,-3,8,0.1,-1.7,5
O=S(=O)(c1ccccc1)c1nc(-c2ccco2)oc1Nc1ccccc1,11,-19,4,100,-2,-2,-1,0.4,-2.1,5
CC(C)N1CCN(Cc2ccc(-c3ccccc3)cc2)CC1CCO (configuration not stated),11,1,11,98,27,-2,0,0.3,0.7,6
CC(C)CNC1CCS(=O)(=O)C1 (configuration not stated),16,1,-8,98,-4,1,-8,0.1,1.6,0
